Assay outcomes from PubChem BioAssay.
PfHsp40 yeast: rescue of PfHsp40-mediated yeast toxicity | growth rescue, % at 12.5 µM | AID 504582 | 340,000 compounds, 0.68% hits | S. cerevisiae expressing PfHsp40, growth rescue, ATP luminescence; in the data active = growth rescue above about 28%, passing the limit was not always enough; inconclusive = no clear call, values can overlap the other calls;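 also: yeast W303a lacking pdr1 and pdr3 grown in galactose medium; growth measured after three days at 30 °C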
PriA SSB inh: K. pneumoniae PriA-SSBct interaction inhibition; inhibition, % at 33 µM; AID 1272365; 430,000 compounds, 0.6% hits; AlphaScreen SSBct-PriA binding, biotinylated peptide; in the data active = inhibition mostly above about 37%, no sharp cut-off; inactive = mostly below about 20%;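 also: plate controls were negative control peptide for no effect and reference peptide for full effect; strong numbers were not always called active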
TcdB GH inh: inhibitors of Clostridioides difficile toxin B glycohydrolase; TcdB glycohydrolase enzymatic assay, plate reader; inhibition, % at 9.99 µM; 350,000 compounds, 0.24% hits; AID 652162; in the data active = inhibition above about 10%
Target sequence (P18177 whole entry, looked up): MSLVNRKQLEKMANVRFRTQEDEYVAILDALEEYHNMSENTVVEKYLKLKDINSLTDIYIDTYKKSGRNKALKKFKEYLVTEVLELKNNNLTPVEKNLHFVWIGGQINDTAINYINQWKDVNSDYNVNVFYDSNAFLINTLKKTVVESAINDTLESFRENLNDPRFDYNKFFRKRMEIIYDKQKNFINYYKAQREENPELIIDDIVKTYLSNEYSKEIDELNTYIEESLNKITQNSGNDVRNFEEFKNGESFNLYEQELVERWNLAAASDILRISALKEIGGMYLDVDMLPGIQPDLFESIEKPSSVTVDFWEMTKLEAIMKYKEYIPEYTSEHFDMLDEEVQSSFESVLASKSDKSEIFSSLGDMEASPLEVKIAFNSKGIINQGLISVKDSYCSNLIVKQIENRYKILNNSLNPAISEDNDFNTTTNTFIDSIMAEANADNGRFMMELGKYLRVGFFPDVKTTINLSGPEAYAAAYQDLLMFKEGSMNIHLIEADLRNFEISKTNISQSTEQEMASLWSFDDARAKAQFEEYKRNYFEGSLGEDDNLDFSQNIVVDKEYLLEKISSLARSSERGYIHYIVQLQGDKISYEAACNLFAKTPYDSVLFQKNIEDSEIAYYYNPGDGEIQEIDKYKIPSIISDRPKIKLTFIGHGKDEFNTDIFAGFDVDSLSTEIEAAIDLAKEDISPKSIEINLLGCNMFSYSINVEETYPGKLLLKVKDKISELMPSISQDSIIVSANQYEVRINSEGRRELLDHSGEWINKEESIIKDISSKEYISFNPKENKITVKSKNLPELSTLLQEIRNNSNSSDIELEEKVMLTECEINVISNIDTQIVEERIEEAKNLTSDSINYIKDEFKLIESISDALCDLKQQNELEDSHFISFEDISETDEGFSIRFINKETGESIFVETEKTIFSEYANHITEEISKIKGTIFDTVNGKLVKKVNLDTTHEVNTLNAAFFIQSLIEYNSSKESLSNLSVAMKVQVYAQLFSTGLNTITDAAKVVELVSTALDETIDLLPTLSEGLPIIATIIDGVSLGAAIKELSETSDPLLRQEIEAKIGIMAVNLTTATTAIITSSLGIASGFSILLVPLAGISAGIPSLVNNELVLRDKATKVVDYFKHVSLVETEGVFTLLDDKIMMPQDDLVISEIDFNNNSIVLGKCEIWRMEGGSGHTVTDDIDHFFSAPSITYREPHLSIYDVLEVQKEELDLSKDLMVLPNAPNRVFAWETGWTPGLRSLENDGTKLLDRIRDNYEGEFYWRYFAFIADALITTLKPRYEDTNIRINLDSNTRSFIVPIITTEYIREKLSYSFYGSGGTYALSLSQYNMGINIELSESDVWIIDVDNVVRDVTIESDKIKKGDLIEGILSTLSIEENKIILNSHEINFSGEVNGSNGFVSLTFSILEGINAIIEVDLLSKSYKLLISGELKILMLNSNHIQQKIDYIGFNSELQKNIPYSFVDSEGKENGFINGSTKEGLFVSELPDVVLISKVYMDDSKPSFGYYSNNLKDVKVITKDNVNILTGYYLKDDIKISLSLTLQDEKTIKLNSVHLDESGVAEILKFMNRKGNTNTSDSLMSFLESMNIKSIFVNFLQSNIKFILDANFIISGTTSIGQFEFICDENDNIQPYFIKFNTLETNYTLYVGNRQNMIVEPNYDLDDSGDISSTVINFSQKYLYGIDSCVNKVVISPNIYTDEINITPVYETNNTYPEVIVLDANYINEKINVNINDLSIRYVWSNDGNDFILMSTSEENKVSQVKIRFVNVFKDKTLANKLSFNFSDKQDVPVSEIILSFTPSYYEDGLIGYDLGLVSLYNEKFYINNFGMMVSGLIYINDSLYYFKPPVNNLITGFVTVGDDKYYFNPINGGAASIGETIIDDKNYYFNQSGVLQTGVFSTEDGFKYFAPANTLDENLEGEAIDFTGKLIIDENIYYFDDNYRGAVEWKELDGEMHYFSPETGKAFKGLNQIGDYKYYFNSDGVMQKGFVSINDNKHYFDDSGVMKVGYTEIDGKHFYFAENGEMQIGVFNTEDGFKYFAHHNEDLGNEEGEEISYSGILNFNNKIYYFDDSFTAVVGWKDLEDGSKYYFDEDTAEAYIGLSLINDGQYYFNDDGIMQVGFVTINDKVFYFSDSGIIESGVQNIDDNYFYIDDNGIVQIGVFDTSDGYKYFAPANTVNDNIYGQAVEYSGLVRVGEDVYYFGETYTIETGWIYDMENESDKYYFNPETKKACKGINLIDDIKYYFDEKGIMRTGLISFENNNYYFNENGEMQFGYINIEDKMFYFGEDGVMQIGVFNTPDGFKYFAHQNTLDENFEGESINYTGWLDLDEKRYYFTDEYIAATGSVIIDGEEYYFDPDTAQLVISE
PrPC TRFRET: inhibitors of human cell surface prion protein PrPC. P04156. 370,000 compounds, 0.43% hits. inhibition, % at 13.8 µM. TR-FRET read-out; in the data active = inhibition above about 24%; also: 0% = median of the test wells and 100% = reference compound wells
SARS 3CLpro inh: SARS-CoV 3CLpro protease inhibition. P0C6X7. recombinant SARS-CoV 3CLpro, quenched FRET peptide cleavage. inhibition, % at 6 µM. 290,000 compounds, 0.14% hits. AID 1706; in the data active = inhibition above about 12%
Vc quorum ag: induces V. cholerae light production without autoinducers. 350,000 compounds, 0.16% hits. V. cholerae BH1578 lux reporter, luminescence, 6 h. activation, % at 18.7 µM; in the data active = activation mostly above about 9.7%, no sharp cut-off; inconclusive = no clear call, values can overlap the other calls; inactive = mostly below about 3.7%; also: not every result past the cut was called active; inactives centre near 0; reference of the scale not given here
BoNT A protease: blocks Botulinum neurotoxin A light chain protease; multiplex microsphere protease substrate cleavage, flow cytometry; inhibition, % at 10 µM; 360,000 compounds, 0.17% hits; AID 588499; also: plate controls were buffer without enzyme for full effect and enzyme alone for no effect
Anthrax LF prot: anthrax lethal factor protease inhibition; multiplex microsphere protease cleavage assay, LF; inhibition, % at 10 µM; 360,000 compounds, 0.12% hits; AID 588501; also: plate controls were buffer without enzyme for full effect and enzyme alone for no effect
Yp Topo-I inh: Y. pestis Topo-I inhibition via cleavage products | activity, % at 10 µM | Y. pestis Topo-I cleavage product accumulation, plate reader | 360,000 compounds, 0.064% hits | AID 504884; in the data active = activity above about 50%, passing the limit was not always enough; inconclusive = no clear call, values can overlap the other calls; also: inactives centre near 2
An asterisk follows results filed as active; i = inactive; ? = inconclusive; · = no result given; + = active, no number; & = joins results of further samples. Rule as the data show it, unless noted: active = inhibition above about 30%; inconclusive = no clear call, values can overlap the other calls; inactive = below that.

structure	PfHsp40 yeast	PriA SSB inh	TcdB GH inh	PrPC TRFRET	SARS 3CLpro inh	Vc quorum ag	BoNT A protease	Anthrax LF prot	Yp Topo-I inh
CC(=O)N1CCN(c2ccc(NS(=O)(=O)c3ccc(C)cc3)cc2)CC1	1.4	-6	-0.6	1	-1	-0.5	-3.7	-8	-6
CCN(CC)C1=N/C(=C\c2ccc(OC)cc2)C(=O)N1c1ccccc1	0.8	-56	0.3	-5	-4	-0.6	0.9	0	2
COc1ccccc1Cn1c(C)nnc1-c1cnn(C)c1N	-0.1	-15	3.2	4	8	-1.6	-1.1	4	-2
CC1(C)OC(=O)N(c2ccccn2)C1(C)O (stereo not given)	0.2	-32	·	-3	2	1.4	-0.5	-2	-1
O=C(Nc1nc2ccccc2s1)C1CC(=O)N(c2ccc(Br)cc2)C1 (stereo not given)	14	-12	·	3	0	-0.3	0.1	-6	2
COc1ccc(NS(=O)(=O)c2cccc(C(=O)NCC(c3ccccc3)N(C)C)c2)cc1 (stereo not given)	-0.2	6	0.2	-5	·	i	-2.3	-2	2
COc1ccc(NC(=S)N2CCN(C(=O)c3ccco3)CC2)c(OC)c1	-1.3	-6	·	1	0	-0.1	0.5	0	5
CC1(C)Cc2c(cnn2-c2ccccc2)C(=O)/C1=N\NC(=O)c1ccccc1O	14	·	·	-8	4	-6.6	-0.2	-4	0
CCOc1ccc(CCNC(=O)Nc2cccc(OC)c2)cc1OCC	-0.2	1	0.1	0	-3	-0.6	-0.6	7	5
CC1=NOC(=O)/C1=C\c1ccc(-c2ccc(Cl)cc2Cl)o1	-0.7	-4	·	-3	0	-1.0	-0.1	-1	-6

A few values from the entries so far.
BoNT A protease with CCN(CC)C1=N/C(=C\c2ccc(OC)cc2)C(=O)N1c1ccccc1 = 0.9
PriA SSB inh with COc1ccc(NC(=S)N2CCN(C(=O)c3ccco3)CC2)c(OC)c1 = -6

Continuation.
structure	PfHsp40 yeast	PriA SSB inh	TcdB GH inh	PrPC TRFRET	SARS 3CLpro inh	Vc quorum ag	BoNT A protease	Anthrax LF prot	Yp Topo-I inh
CCCc1ccc2oc(C(=O)NCc3nnc(C)o3)c(C)c2c1	-1.8	-4	-0.8	0	0	3.4	1.4	1	10
CSc1ccccc1NC(=O)CN(c1cc(C)cc(C)c1)S(C)(=O)=O	-0.5	-6	·	0	1	-0.4	-0.5	-2	-1
C/C(Cl)=C\Cn1c(O)c(N=O)c2ccccc21	-0.4	15	0.4	-13	5	+	-1.8	-9	14
O=C(Nc1ccc(Cl)cc1)N1CCCN(Cc2ccc(F)cc2)C1	-0.1	-9	·	-17	1	-1.0	-0.3	-3	-9
O=C(CCNS(=O)(=O)c1cccc(Cl)c1)OCC(=O)N1CCN(C(=O)c2ccco2)CC1	0.9	-10	-0.7	-4	·	-7.1	-0.2	-4	12
COc1ccc(CN(C)C(=O)C(Cc2ccccc2)NC(=O)c2ccccc2)c(OC)c1 (stereo not given)	-0.7	-18	-0.1	1	·	-0.7	1.1	5	28
COc1cc2c(cc1/C=C/[N+](=O)[O-])OCO2	242*	-11	-0.9	-2	0	i	8.7	1	0
Cc1ccc(Cn2c(CN3CCOCC3)nc3c2c(=O)[nH]c(=O)n3C)cc1	-0.3	-5	·	6	4	i	4.5	-2	-2
CCN1C(=O)[C@H]2[C@@H](c3ccc(-c4ccc5c(c4)OCO5)cc3)N[C@@](Cc3ccccc3)(C(=O)OC)[C@H]2C1=O	-0.4	-9	-1.0	2	·	i	0.4	-6	6
Cc1ccc(C(CC(=O)O)NC(=O)CCNC(=O)c2ccco2)cc1 (stereo not given)	-0.4	6	-0.4	1	·	-1.7	0.2	1	2
COC(=O)C1CCN(C(=O)COC(=O)c2cc([N+](=O)[O-])ccc2N2CCOCC2)CC1	-0.7	-5	-1.2	-27	·	2.0	0.5	1	1
CCCC(C)NC(=O)c1cc(Cl)ccc1OC (stereo not given)	-1.6	-12	·	-6	-2	i	-0.8	-1	2
Cc1ccc(C(=O)Nc2ccccc2N2CCCCC2)cc1[N+](=O)[O-]	0.3	4	0.9	-3	4	-0.2	-0.3	-3	28
O=C(NCc1ccc(Cl)c(Cl)c1)c1cc(C2CCCCN2C(=O)c2ccccn2)on1 (stereo not given)	·	·	0.7	-5	·	i	0.2	-3	24
Cc1ccc(CN2CCN(Cc3cn[nH]c3-c3ccccc3)CC2CCO)o1 (stereo not given)	0.8	5	0.4	-4	6	1.2	0.3	0	-2
COc1cc(NC(=O)C(F)(F)F)cc(OC)c1	0.1	-4	·	-5	2	-1.4	-0.9	-3	10
Cc1ccc(CNC(=O)C2CC(=O)N(C3CCCCCCC3)C2)cc1 (stereo not given)	0.2	-17	·	13	4	-0.2	1.1	-1	19
COc1ccc(S(=O)(=O)N(C)C[C@H]2OCCCC[C@@H](C)Oc3ccc(N(C)C)cc3C(=O)N([C@H](C)CO)C[C@@H]2C)cc1	·	·	-6.4&-11&-4.3	-4	·	-2.1	-0.2	-6	44
COc1ccc(C2C(C#N)=C(N)OC3=C2C(=O)CCC3)cc1Cn1nc(C)c([N+](=O)[O-])c1C (stereo not given)	-0.9	23	·	3	1	·	0.4	-1	1
COc1ccccc1OCc1cc(C(=O)NCCN2CCCC(O)C2)no1 (stereo not given)	1.3	-8	1.4	1	-3	i	1.0	-3	13
Cc1ccc(C(=O)OCC(=O)NNC(=O)c2ccccc2)c(O)c1	0.5	-2	0.6	0	2	-0.4	-2.4	-6	1
Cc1nc(CN2CCOCC2)cc(=O)[nH]1	-0.3	4	·	4	-2	6.2	0.2	-7	-1
CC(=O)Nc1cc(-c2ccc(CO)cc2)cn2c(-c3cccc(C(F)(F)F)c3)cnc12	·	·	0.5	0	·	i	-0.3	3	13
COc1ccc(C=C(c2nc3ccccc3s2)c2nc3ccccc3s2)cc1O	-0.9	15	·	-14	0	0.7	-1.3	-10	-2
COc1cccc(C=Nc2cc(C(C)C)c(O)cc2C)c1O	-2.4	10	0.7	0	·	·	-0.4	-5	-12
Cn1cnc(S(=O)(=O)Nc2ccccc2C(=O)NCC2CC2)c1	1.0	-6	0.7	1	-2	-2.0	-0.6	-7	6
O=C1CCCN2N=C(SCC(=O)Nc3cccc(F)c3)SC2=N1	-1.3	-4	0.3	11	-1	-0.3	-1.4	0	3
O=c1oc(-c2cccs2)nc2ccccc12	-1.9	-20	·	3	-2	-7.5	0.7	-11	4
CCCN1CCC(=O)N([C@H](CSc2ccccc2)CC(C)C)CC1	-0.8	12	-11	11	-9	i	-0.2	-8	23
COC(=O)c1cc(=O)nc(NN=Cc2ccco2)s1	·	·	0.9	-10	·	·	-0.2	-4	·
Cc1ccsc1/C=N/NC(=O)CNC(=O)c1c(F)cccc1Cl	-0.3	·	1.0	-6	-2	-1.3	1.7	-1	-7
CCOC(=O)[C@]12Cc3cc(OC)ccc3[C@H]1N(C(C)C)C(=O)c1cc(OC)ccc12	·	·	-1.8	14	·	·	-0.8	-4	·
CSc1ccccc1-c1nnc(-c2ccccc2)o1	1.5	-7	·	-3	-6	i	0.1	-2	20
Cc1ccc(NC2CC(=O)N(CCc3ccccc3)C2=O)cc1 (stereo not given)	0.5	-1	3.4	4	-2	3.8	-1.0	-6	-5
CN(C)S(=O)(=O)c1cccc(NC(=O)COC(=O)c2cc(=O)[nH]c(=O)[nH]2)c1	-1.6	5	·	4	1	i	0.2	0	2
O=c1[nH]nc(-c2ccc(F)cc2)cc1Cc1cccs1	0.5	4	2.9	-2	6	-0.4	-6.5	-10	18
S=C1N(c2ccccc2)C(c2ccc(Br)cc2)N2CCCN12 (stereo not given)	-0.7	-9	0.0	-1	-1	-0.2	-1.6	-24	5
O=C(O)c1cc[c]([Hg][Cl])cc1	575*	-1	·	·	·	i	60*	-22	-4
CC(C)N1CC2(CC(c3ccccc3C(F)(F)F)=NO2)CN1C(=O)c1ccco1 (stereo not given)	·	·	0.3	1	·	0.0	-0.2	-3	0
O=C(CSc1nnc(Cc2ccccc2)o1)NC1CCCCC1	-0.5	7	-1.8	-6	-1	-0.3	-2.6	1	14
O=C(COc1ccc(F)cc1)Nc1nnc(-c2ccncc2)s1	-1.0	-16	·	-3	1	7.1	-3.2	-4	2
O=C(NC(=S)Nc1cccc(Cl)c1N1CCOCC1)c1cccs1	0.3	-8	0.3	6	-2	-0.1	-1.2	-4	2
COc1ccccc1C(=O)N/N=C(\C)c1ccc(NC(=O)C2CC2)cc1	3.5	·	·	2	2	-0.3	2.6	0	1
COCC(C)n1c(COc2ccccc2F)nnc1SCC(=O)Nc1oc(C)c2c(C)n[nH]c(=O)c12 (stereo not given)	0.4	3	2.0	-3	·	i	-1.9	-1	9
O=S(=O)(/N=C(\Nc1ccc(F)cc1)C(F)(F)F)c1ccccc1	-0.8	·	·	1	6	i	0.1	-2	16
COc1cc2c(cc1OC)C1Cc3ccc(OC)c(OC)c3C[N+]1([O-])CC2 (stereo not given)	0.4	-6	1.7	-2	·	-1.3	0.2	7	7
C=CCOc1ccc(/C=C/C(=O)OCC(=O)NCc2ccco2)cc1	-2.3	-5	0.0	5	·	-1.4	2.1	5	30
O=C(NCC1CC1)C1(C(F)(F)F)CC(CCc2ccccc2)CCCO1 (stereo not given)	4.4	-14	0.7	6	·	0.5	0.5	-1	14
Cc1ccc(S(=O)(=O)N(CC(=O)Nc2ccc(C)c(Cl)c2)C(=O)N2CCN(C)CC2)cc1	-1.4	-17	0.4	4	·	i	-0.6	-2	5
Cc1ccc(CNC(=O)COC(=O)c2ccc(S(=O)(=O)N3CCCCCC3)cc2)cc1	0.1	-6	1.6	-4	·	1.4	-0.2	1	-1

Further compounds follow.
structure	PfHsp40 yeast	PriA SSB inh	TcdB GH inh	PrPC TRFRET	SARS 3CLpro inh	Vc quorum ag	BoNT A protease	Anthrax LF prot	Yp Topo-I inh
NC(=NC(=O)c1ccc(OC(F)(F)F)cc1)c1ccc(C(F)(F)F)cn1	-0.2	·	-0.5	1	3	i	?	-5	1
Cc1ccc(/C=N/N2C(=O)C3C(C2=O)C2C=CC3C23CC3)o1 (stereo not given)	-0.9	·	·	-5	-4	-5.0	-1.6	-4	-4
Cc1ccc(Nc2ncnc3sccc23)c(C)c1	-1.6	-5	2.4	1	2	-5.6	-1.4	0	0
Cc1cc(C)nc(SCc2nc3ccccc3n2C)n1	0.6	9	·	-7	-4	-1.3	-0.3	0	2
c1cc2c(cc1CCNC1C3CC4CC(C3)CC1C4)OCO2 (stereo not given)	0.4	-22	·	-3	-3	0.3	1.0	-9	5
O=C(C[C@H]1C/C=C\C[C@@H](Cc2ccc(F)cc2)C(=O)O[C@@H](c2ccccc2)CNC1=O)NCCO	-0.9	-7	1.4	0	·	0.0	0.2	-8	-7
Nc1nnc(CC(=O)N/N=C/c2ccc(-c3ccccc3Cl)o2)s1	-0.7	·	1.4	-5	0	-3.3	-0.2	-2	7
O=C(NCCC1CCCCN1S(=O)(=O)c1ccccc1)C(=O)NCc1ccncc1 (stereo not given)	0.2	-10	-1.5	9	·	0.7	-2.2	2	-8
Cn1cnc(S(=O)(=O)Nc2ccccc2N2CCOCC2)c1	·	-3	0.9	4	1	-0.4	·	·	-3
COc1ccc(CNCc2ccccc2C(F)(F)F)cc1	-0.4	-8	1.6	1	-9	i	-3.3	2	7
O=C(CCCN1CCC(n2c(=O)[nH]c3ccccc32)CC1)c1ccc(F)cc1	?	-1	0.5	-11	·	i	0.1	-6	-1
Cc1ccccc1CN1CCN(CC(=O)NC(C)c2ccccc2)CC1 (stereo not given)	-0.8	-17	1.3	-5	0	i	-5.6	-2	8

Some of these compounds in order of length of the SMILES, high to low.
structure	PfHsp40 yeast	PriA SSB inh	TcdB GH inh	PrPC TRFRET	SARS 3CLpro inh	Vc quorum ag	BoNT A protease	Anthrax LF prot	Yp Topo-I inh
O=C(NCCC1CCCCN1S(=O)(=O)c1ccccc1)C(=O)NCc1ccncc1 (stereo not given)	0.2	-10	-1.5	9	·	0.7	-2.2	2	-8
Cc1ccccc1CN1CCN(CC(=O)NC(C)c2ccccc2)CC1 (stereo not given)	-0.8	-17	1.3	-5	0	i	-5.6	-2	8
Cn1cnc(S(=O)(=O)Nc2ccccc2N2CCOCC2)c1	·	-3	0.9	4	1	-0.4	·	·	-3

Not all compounds are listed; the hit share may differ from the screen's.
